POLI inh: qHTS for Inhibitors of Polymerase Iota. Pol iota fluorescent replication assay, 10 min. Potency, µM (highest dose often 115 µM), for the others: top-dose activity, negative = inhibition, hits mostly inhibitors. 1% of 390,000 active
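Fluorescent replication assay read twice, at 0 min and 10 min after adding 50 nM (final) substrate. Enzyme (10 nM) and compounds were first incubated 15 min at room temperature; enzyme-free buffer wells were negative controls.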
APEX1 inh: qHTS Assay for Inhibitors of the Human Apurinic/apyrimidinic Endonuclease 1 (APE1); recombinant APE1, TAMRA/BHQ-2 abasic DNA cleavage fluorescence; Potency, µM (doses to about 65.8 µM), without a hit: at the highest dose activity change, negative = inhibition, most hits filed as inhibitors; 0.35% of 350,000 active;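 also: plate controls were vehicle for no effect and reference inhibitor for full effect; nearly all actives have a fitted effect of over 55% in size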
Target sequence (P27695 whole entry, looked up): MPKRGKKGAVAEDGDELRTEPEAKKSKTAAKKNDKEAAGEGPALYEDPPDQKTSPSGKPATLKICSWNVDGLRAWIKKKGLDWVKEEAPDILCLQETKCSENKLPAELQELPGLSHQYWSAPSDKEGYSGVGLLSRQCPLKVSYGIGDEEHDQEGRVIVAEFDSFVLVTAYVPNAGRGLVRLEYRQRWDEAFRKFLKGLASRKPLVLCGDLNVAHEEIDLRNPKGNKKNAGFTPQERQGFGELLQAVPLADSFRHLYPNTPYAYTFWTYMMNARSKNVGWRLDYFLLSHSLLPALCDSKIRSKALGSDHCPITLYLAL
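APE1 at 0.75 nM final was preincubated with compound 15 min at room temperature, then 50 nM double-stranded THF abasic-site substrate (5'-TAMRA/3'-BHQ-2) was added. Fluorescence (ex 525/em 598 nm) was read kinetically; third-minus-first read gave activity.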
G9a inh: qHTS Assay for Inhibitors of Histone Lysine Methyltransferase G9a; 8.8% of 350,000 active; Histone-lysine N-methyltransferase EHMT2 (Homo sapiens), Q96KQ7; AID 504332, 2011; Potency, µM (top dose mostly 102 µM), for inactives: at the highest dose activity, negative = inhibition, hits mostly inhibitors; G9a H3K9 monomethylation, AlphaScreen, 2 h; also: % is scaled to controls: 0 for no effect and ±100 for the full control effect; nearly all actives have a fitted effect of over 75% in size
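AlphaScreen detection with an anti-monomethyl H3K9 antibody quantified product after a 2 h room-temperature reaction containing 500 nM biotinylated H3K9 peptide, 20 µM SAM and 20 nM enzyme, which had been preincubated 15 min with compound.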
BLM helicase inh: qHTS Assay for Inhibitors of Bloom's syndrome helicase (BLM) | AID 2528, 2010 | RecQ-like DNA helicase BLM (Homo sapiens), P54132 | Potency, µM (doses to about 56.1 µM), inactives show at the highest dose activity change, negative = inhibition, most hits filed as inhibitors | 0.2% of 350,000 active | recombinant BLM DNA unwinding, fluorescence dequenching;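 also: plate controls were vehicle for no effect and no enzyme for full effect; nearly all actives have a fitted effect of over 35% in size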
POLB inh: qHTS Assay for Inhibitors of DNA Polymerase Beta; Pol beta primer extension/strand displacement, fluorescence kinetic; Potency, µM (titrated, usually from 114 µM), inactives show top-dose activity change, negative = inhibition, hits mostly inhibitors; 1.3% of 340,000 active; also: % is scaled to controls: 0 for no effect and ±100 for the full control effect
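Pol beta (10 nM) was preincubated with compound for 15 min at room temperature. The reaction was then started with 50 nM substrate and read immediately and after a further 10 min at room temperature.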
POLK inh: qHTS for Inhibitors of Polymerase Kappa. DNA polymerase kappa (Homo sapiens), Q9UBT6. purified Pol kappa, fluorescent DNA synthesis assay, 10 min. Potency, µM (series often up to 107 µM), for inactives: top-dose activity, negative = inhibition, usual class: inhibitors. 0.53% of 400,000 active. AID 588579, 2011; also: % is scaled to controls: 0 for no effect and ±100 for the full control effect
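Pol kappa 10 nM + cpd, 15 min RT; start w/ substrate 50 nM final; fluorescence kinetic read, 0 and 10 min. Neg ctrl: buffer, no enzyme.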
Pol eta inh: qHTS for Inhibitors of Polymerase Eta. recombinant Pol eta, fluorescent DNA replication assay. Potency, µM (top dose mostly 114 µM), without a hit: at the highest dose activity change, negative = inhibition, hits mostly inhibitors. 1.2% of 390,000 active; also: % is scaled to controls: 0 for no effect and ±100 for the full control effect
Target sequence (Q9Y253 whole entry, looked up): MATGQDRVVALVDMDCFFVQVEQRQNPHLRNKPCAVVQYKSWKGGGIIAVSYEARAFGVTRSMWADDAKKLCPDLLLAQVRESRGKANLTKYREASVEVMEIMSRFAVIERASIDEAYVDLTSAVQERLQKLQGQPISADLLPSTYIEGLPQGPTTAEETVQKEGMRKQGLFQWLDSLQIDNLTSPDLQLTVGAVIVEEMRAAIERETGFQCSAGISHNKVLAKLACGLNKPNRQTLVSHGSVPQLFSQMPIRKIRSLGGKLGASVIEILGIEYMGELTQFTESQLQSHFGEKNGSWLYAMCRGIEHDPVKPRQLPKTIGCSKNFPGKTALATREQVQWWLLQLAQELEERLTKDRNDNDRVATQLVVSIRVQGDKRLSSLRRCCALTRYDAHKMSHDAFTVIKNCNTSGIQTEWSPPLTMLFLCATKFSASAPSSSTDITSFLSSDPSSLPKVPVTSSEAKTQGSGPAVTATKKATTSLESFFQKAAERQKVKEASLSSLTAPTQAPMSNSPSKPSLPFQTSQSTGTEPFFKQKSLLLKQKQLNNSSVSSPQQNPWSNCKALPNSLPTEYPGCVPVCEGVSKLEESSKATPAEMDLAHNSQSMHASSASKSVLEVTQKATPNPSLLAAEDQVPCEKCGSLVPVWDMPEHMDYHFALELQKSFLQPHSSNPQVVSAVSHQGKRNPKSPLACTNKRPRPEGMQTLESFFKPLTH
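Fluorescent replication assay: 50 nM final substrate added after a 15 min room-temperature compound preincubation with 10 nM enzyme. Signal taken at 0 min and again at 10 min.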
BAZ2B block: qHTS Assay for Inhibitors of BAZ2B; AlphaScreen BAZ2B-H3K14Ac peptide displacement; 4.4% of 360,000 active; Potency, µM (highest dose often 114 µM), for the others: at the highest dose activity change, negative = inhibition, usual class: inhibitors; also: % is scaled to controls: 0 for no effect and ±100 for the full control effect; nearly all actives have a fitted effect of over 60% in size
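AlphaScreen displacement: compounds (up to 110uM) incubated 30 min at room temperature with a preformed 50 nM BAZ2B/50 nM biotinylated H3K14Ac peptide complex in PBS pH 7.4 with Tween-20. Donor and acceptor beads at 10 ug/mL final added, 20 min light-protected before reading.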
JMJD2A Tudor inh: qHTS Assay for Inhibitors of JMJD2A-Tudor Domain. 4.4% of 390,000 active. Lysine-specific demethylase 4A (Homo sapiens), O75164. Potency, µM (top dose mostly 114 µM), for the others: at the highest dose activity change, negative = inhibition, usual class: inhibitors. AlphaScreen JMJD2A-Tudor / H3K4me3 peptide binding; also: % is scaled to controls: 0 for no effect and ±100 for the full control effect; nearly all actives have a fitted effect of over 50% in size
An asterisk follows results filed as active; ? = inconclusive; . = no result given; [ ] = another dose, or the depositor's remark. Calls follow the shape of the dose curve; as a rule, active = well fitted curve in the direction sought with a large enough effect; inconclusive = small, poorly fitted or top-dose-only effect, or another doubt; inactive = no such curve, though single readings can be large; an effect the other way counts as inactive or inconclusive. Potency is read from the fitted curve at half-maximal effect.

molecule | POLI inh | APEX1 inh | G9a inh | BLM helicase inh | POLB inh | POLK inh | Pol eta inh | BAZ2B block | JMJD2A Tudor inh
COc1ccc(CCNCC(=O)Nc2ccc(C(=O)N3CCCCC3)cc2)cc1 | 25.5% | 4.4%[12.4 µM] | 8.91µM* | 4.0% | -2.4% | -2.5% | -1.8% | 39.8µM* | 1.41µM*
O=C(Cn1cc(SCc2c(F)cccc2Cl)c2ccccc21)N1CCCCCC1 | 12.3% | . | 4.2%[59 µM] | -4.7% | -0.5% | 3.1% | -20.3% | -19.4% | -5.1%
O=C(O)C1C2C=CC(C2)C1C(=O)NCc1ccc2c(c1)OCO2 (stereo not given) | ? | 13.2% | 7.7%[59 µM] | -2.2% | 17.6% | 8.1% | 4.9% | -14.2% | -25.8%
O=C(O)C1CC=CCC1C(=O)Nc1ccc2c(c1)OCCO2 (stereo not given) | -15.5% | 0.6% | ? | -1.9% | 20µM* | -3.7% | ? | -11.3% | ?
S=c1[nH]nc(-c2ccncc2)n1Cc1ccccc1 | 14.3% | 0.2% | 10µM* | -1.1% | -10.3% | -1.8%[60.1 µM] | -3.0% | . | 7.94µM*
Cc1ccccc1Nc1c(-c2ccco2)nc2c(C)cccn12 | 7.5% | . | 14.1µM* | -1.1% | -15.5% | -5.4% | -6.1% | 25.1µM* | ?
O=C(/C=C/c1ccco1)Nc1ccccc1N1CCOCC1 | -14.0% | -3.1% | 6.9%[59 µM] | -2.0% | 4.6% | -11.5% | ? | -3.8% | -4.2%
CNC(=S)N(Cc1cc2cc(C)ccc2n2nnnc12)CC(C)(C)CN(C)C | 2.5% | 0.0% | -2.9% | 4.9% | 3.4% | 8.2% | -15.3% | 8.9% | 2.3%
CC(C)NC(=O)C1CCN(S(=O)(=O)c2ccc(N3CCCC3=O)cc2)CC1 | 3.0% | 35.9% | 32.6% | 1.9% | 1.8% | -2.7% | 2.3% | -2.0% | -8.1%
CCOCCCNC(=O)c1ccc(-n2c(-c3ccccc3)cc3c2CCCC3)cc1 | 60.6%[activator] | . | -36.7%[59 µM] | -7.0% | 8.8% | -12.0% | 5.8% | -31.9% | ?
O=C(Cc1ccc(Cl)cc1)N1CCN(c2ccc(F)cc2)CC1 | -4.3% | -5.5% | 42.3%[0.501 µM] | -5.2% | 7.0% | 2.6% | -12.1% | -19.8% | -18.9%
COc1cccc(C(=O)CSc2nnc(COc3cccc4cccnc34)o2)c1 | -8.4% | -10.3% | -14.7%[12.7 µM] | 4.7% | -1.0% | -3.4% | 4.5% | 32.8% | -18.4%

The list continues:
molecule | POLI inh | APEX1 inh | G9a inh | BLM helicase inh | POLB inh | POLK inh | Pol eta inh | BAZ2B block | JMJD2A Tudor inh
COc1cccc(-n2nnc3c(=O)n(Cc4ccc(Cl)cc4)cnc32)c1 | 36.0%[activator] | -1.5% | -9.6%[59 µM] | -2.3% | 30.1% | -4.8% | -15.6% | 5.1% | -1.4%
Nc1ccc2oc(-c3cccs3)nc2c1 | 13.8% | 9.2% | -0.6% | -0.1% | 12.2% | -2.2% | -10.1% | 11.9% | 12.1%
CCc1cccc(C)c1NC(=O)CN1C(=O)NC(CCc2ccccc2)C1=O (stereo not given) | 20.1% | 17.9% | . | . | . | -3.4% | -18.1% | . | -20.0%
CC(NC(=O)CN1C(=O)COc2ccccc21)c1ccccc1 (stereo not given) | 7.6% | 0.7% | 10.0%[59 µM] | -0.6% | 0.6% | 2.7% | 9.3% | 11.6% | -2.8%
Cc1cc(C(F)(F)F)n2nc(-c3cnn(C)c3C(F)(F)F)cc2n1 | 31.2%[activator] | 3.7% | 9.3% | -3.4% | 0.9% | -11.4% | -1.0% | -2.3% | -9.5%
O=C(Cn1nc(C(=O)O)c2ccccc2c1=O)Nc1ccc(F)cc1F | -2.3% | -8.4% | 20.2% | -4.3% | 21.0% | -4.0% | -14.8% | 3.5% | -5.5%
CCOC(=O)N1CCN(c2c(N3CCc4ccccc4C3)c(=O)c2=O)CC1 | -28.9% | 1.2% | ? | -1.2% | -3.8% | -10.5% | -7.6% | -8.3% | -12.4%
Cc1cc(NC(=O)C(C)SCC(=O)Nc2nc3c(F)cc(F)cc3s2)no1 (stereo not given) | 9.5% | -17.1% | 16.6%[12.7 µM] | . | . | -1.1% | -18.4% | 25.3% | 1.0%
COc1ccccc1NC(=O)/C=C/c1ccc2c(c1)OCO2 | -3.4% | 6.4% | 14.9%[59 µM] | -3.1% | 14.1% | -3.3% | -9.7% | -13.1% | -17.5%
Cc1ccc(NC(=O)C2CCCN(c3ncnc4c3nc3n4CCCCC3)C2)c(Br)c1 (stereo not given) | 12.4% | . | 0.1%[59 µM] | 0.0% | 28.2% | 7.4% | -8.8% | 1.3% | 3.6%
COc1ccc(-c2ccnc3nc(/N=C/N(C)C)nn23)cc1 | 129.1%[activator] | 1.3% | 2.9% | -0.3% | 6.2% | -10.6% | -21.0% | -3.0% | 9.6%
CC1CCN(C(=O)CN2C(=O)NC3(CCC(C)CC3)C2=O)CC1 (stereo not given) | 5.2% | 2.7% | 3.7%[12.7 µM] | . | . | 4.2% | -17.6% | 7.1% | 0.7%

Next compounds.
Order of values – POLI inh | APEX1 inh | G9a inh | BLM helicase inh | POLB inh | POLK inh | Pol eta inh | BAZ2B block | JMJD2A Tudor inh
CCOC(=O)CNC(=O)CSc1nc2c(C)cccc2cc1CC
 : -7.8% | 4.9% | . | 2.3% | 5.7% | -6.7% | 2.6% | 0.2% | -7.7%
COC(=O)c1ccc(OCCCCN2CC(C)OC(C)C2)cc1 (stereo not given)
 : 53.1%[activator] | 1.5% | 2.82µM* | -3.3% | -23.3% | -5.7% | -11.3% | 79.4µM* | 11.2µM*
Cc1ccc([N+](=O)[O-])cc1NC(=O)C[n+]1ccccc1
 : 7.9% | -5.8% | -27.1% | 1.1% | 2.4% | -1.6% | -2.1% | -19.3% | -1.6%
O=C(NCc1ccc2c(c1)OCO2)C1CCCN1S(=O)(=O)c1ccc(Cl)cc1 (stereo not given)
 : 29.8% | 2.1% | 5.1% | -2.8% | -3.3% | -4.8% | -10.7% | 0.5% | -12.0%
NC(=O)c1ccc(Br)c(S(=O)(=O)N2CCCCC2)c1
 : -0.3%[58.9 µM] | -14.1% | 5.3%[12.7 µM] | -1.0% | -10.5% | -3.5% | -2.0% | -3.4% | -15.2%
N#Cc1c(-c2ccccc2)cc(C2CC2)nc1N
 : ? | -4.9% | 11.5%[59 µM] | -19.8% | 0.7% | -21.0% | -10.4% | -9.3% | 0.7%
Cc1ccc(OCC(=O)NCc2ccccc2)c([N+](=O)[O-])n1
 : 150.0%[activator] | 2.3% | -5.3% | 4.2% | 1.5%[57.1 µM] | -5.3% | -4.4% | -4.7% | 10.5%
Nc1nc(SCC(=O)N2CCCC2)[nH]c(=O)c1-c1ccccc1
 : -2.9% | 16.6% | -1.2%[12.7 µM] | -0.8% | 25.3% | -13.8% | -16.6% | 8.7% | -9.9%[11.4 µM]
CCOC(=O)C(CCCCCCP(=O)(c1ccccc1)c1ccccc1)NC(C)=O (stereo not given)
 : 47.1%[activator] | -0.7% | 5.2% | -9.4% | 3.7% | -1.1% | -0.2% | -10.8% | -10.8%
CC(C)Nc1nc(Oc2cccc(Cl)c2Cl)cc(C(F)(F)F)n1
 : 0.5% | -0.7% | 172.4%[activator] | -10.6% | -20.2% | -5.5% | -21.8% | 39.4%[activator] | 64.6%[activator]
Cc1ccc(-n2nc3c(c2NC(=O)c2ccc(S(=O)(=O)N4CCOCC4)cc2)CSC3)c(C)c1
 : ? | -7.4% | 13.2% | -5.6% | 3.9% | -5.8% | 1.0% | -28.2% | -19.0%
CCN1C(=O)[C@H]2[C@@H](c3ccc(-c4ccc5c(c4)OCO5)cc3)N3CCC[C@@]3(C(=O)OC)[C@H]2C1=O
 : 9.6% | 24.4% | -19.7%[2.33 µM] | . | . | 0.0% | -16.2% | -7.6% | -16.5%
CCN(C(=O)Cc1c(C(=O)O)n(CC)c2ccccc12)c1cccc(C(F)(F)F)c1
 : -5.1% | 5.6% | 19.5%[0.501 µM] | -0.7% | 40.8% | -3.7% | -11.4% | -4.6% | -8.0%
COc1ccc(CCNC(=O)CCCCn2c(=O)c3ccccc3n(Cc3cc(C)ccc3C)c2=O)cc1OC
 : 79.4µM* | . | 4.9%[59 µM] | 0.5% | 6.4% | -4.7% | -3.8% | -1.6% | -18.4%
CCOC(=O)c1c(C)[nH]c(CCC(=O)NCc2ccccc2C)c1C
 : -3.5% | . | 6.8%[59 µM] | -1.0% | 0.0% | -8.0%[60.1 µM] | -2.1% | -16.8% | -14.3%
COc1ccc2nc3c(nc2c1)CCCC3
 : 261.8%[activator] | -3.1% | 39.0%[0.501 µM] | -14.6% | 13.9% | -16.3% | ? | -7.8% | -9.5%
CCCOc1ccc(C(C)(O)CN2CCOCC2)cc1 (stereo not given)
 : -7.4% | 8.1% | -35.4%[12.7 µM] | -2.8% | -29.3% | -14.9% | -11.7% | ? | -19.0%
Cc1nc2scc(C)n2c(=O)c1S(=O)(=O)NCCc1ccc(Cl)cc1
 : 22.4% | 24.4% | 12.0% | 0.6% | 38.5% | -7.4% | 1.1% | 1.5% | -5.0%

Entries listed so far that have two or more sulfur atoms, in the order listed:
Order of values – POLI inh | APEX1 inh | G9a inh | BLM helicase inh | POLB inh | POLK inh | Pol eta inh | BAZ2B block | JMJD2A Tudor inh
Cc1cc(NC(=O)C(C)SCC(=O)Nc2nc3c(F)cc(F)cc3s2)no1 (stereo not given)
 : 9.5% | -17.1% | 16.6%[12.7 µM] | . | . | -1.1% | -18.4% | 25.3% | 1.0%
Cc1ccc(-n2nc3c(c2NC(=O)c2ccc(S(=O)(=O)N4CCOCC4)cc2)CSC3)c(C)c1
 : ? | -7.4% | 13.2% | -5.6% | 3.9% | -5.8% | 1.0% | -28.2% | -19.0%
Cc1nc2scc(C)n2c(=O)c1S(=O)(=O)NCCc1ccc(Cl)cc1
 : 22.4% | 24.4% | 12.0% | 0.6% | 38.5% | -7.4% | 1.1% | 1.5% | -5.0%

Not all compounds are listed, so the mix of outcomes need not match the whole.
